# Screening data from PubChem.
# Tat transport: E. coli Tat export inhibitors, primary screen, MC4100, TorA-mCherry reporter, fluorescence, single point; inhibition, % at 10 µM; hit rate 0.036% among 340,000; AID 488895, 2010;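 active = mean replicate inhibition at least 50% and at least half of replicates individually reaching 50%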;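 also: exported cargo escapes ClpAP degradation while cytoplasmic cargo is degraded and loses fluorescence; 0% = median of neutral control wells and 100% = median of NaSCN control wells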
# Ecoli viability: E. coli V3065 growth inhibition, primary screen, counter-screen for AddAB inhibitor project, absorbance, OD600; 18 h; inhibition, % at 11.9 µM; hit rate 0.27% among 330,000;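 active = inhibition above the campaign's mean inhibition across all tested compounds plus 3 SD, cut at about 9.9% in these data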;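 also: uninfected addAB+ strain grown without phage in ampicillin broth; 0% = DMSO wells and 100% = ciprofloxacin 0.95 µg/ml wells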
# Arrestin-AP2 inh: inhibitors of beta-arrestin/AP2 binding, primary screen, biochemical, GPCR trafficking, flow cytometry; FITC-arrestin peptide / GST-AP2 beads; AP2 beta2 appendage carries R879A mutation; inhibition, % at 10 µM; hit rate 0.31% among 340,000; AID 504490, 2011;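 active = inhibition above a set limit, near 3 SD of compounds lacking own fluorescence, cut at about 54% in these data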;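 also: plate controls were DMSO wells for no effect and 5 µM unlabelled arrestin peptide for full effect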
#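 System: GST-AP2 R879A glutathione beads; medium: PBS, Tween 20 0.05%, BSA 0.1%; reagent: fluorescein-tagged arrestin peptide at 50 nM final; schedule: pre-incubation 12 min, peptide binding 1 h, room temperature; detection: flow cytometry, FL1 (488/535 nm); read-out: inhibition as reduced fluorescein signal on beads, percent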
# OPRM1-OPRD1 inv: inverse agonists of MOR-DOR heterodimerization, primary screen, cell-based, luminescence; Mu-type opioid receptor (Homo sapiens) + Delta-type opioid receptor (Homo sapiens), …; cell-based MOR-DOR heterodimer luminescence, inverse agonism; inhibition, % at 9.3 µM; hit rate 0.21% among 340,000; AID 504357, 2011; in the data active = inhibition above about 22%, passing the limit was not always enough;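 also: 0% = cells with DMSO and 100% = wells without cells with DMSO; values of inactives mirror those of a sister screen read the other way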
# Target sequence (P35372 whole entry, looked up): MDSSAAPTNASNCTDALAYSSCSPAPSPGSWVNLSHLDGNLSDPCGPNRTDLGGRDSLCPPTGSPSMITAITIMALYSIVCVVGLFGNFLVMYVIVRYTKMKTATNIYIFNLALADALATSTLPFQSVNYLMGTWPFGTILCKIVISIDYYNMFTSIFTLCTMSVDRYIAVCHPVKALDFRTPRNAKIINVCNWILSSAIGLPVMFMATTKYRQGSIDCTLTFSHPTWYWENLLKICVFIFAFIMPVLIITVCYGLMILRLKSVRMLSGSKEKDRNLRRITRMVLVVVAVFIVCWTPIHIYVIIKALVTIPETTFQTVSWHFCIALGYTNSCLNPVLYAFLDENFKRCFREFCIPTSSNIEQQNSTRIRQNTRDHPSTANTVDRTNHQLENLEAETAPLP
# Target sequence (P41143 whole entry, looked up): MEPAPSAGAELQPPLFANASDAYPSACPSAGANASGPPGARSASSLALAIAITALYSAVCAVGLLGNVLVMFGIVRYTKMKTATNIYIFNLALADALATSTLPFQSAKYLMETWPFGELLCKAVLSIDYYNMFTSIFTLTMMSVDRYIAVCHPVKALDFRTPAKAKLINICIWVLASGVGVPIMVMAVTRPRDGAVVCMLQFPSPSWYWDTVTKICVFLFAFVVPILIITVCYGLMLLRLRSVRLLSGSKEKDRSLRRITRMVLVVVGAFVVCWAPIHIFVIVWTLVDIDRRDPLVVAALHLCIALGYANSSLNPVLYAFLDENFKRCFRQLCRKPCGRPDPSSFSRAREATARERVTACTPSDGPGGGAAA
# phage Ecoli inh: growth loss of phage-infected E. coli, primary screen, RecBCD inhibitor project, absorbance, with phage, HTS. inhibition, % at 11.9 µM. hit rate 0.26% among 360,000. AID 651602, 2012; in the data active = inhibition above about 11%
# DSG3 Ab inh: inhibitors of pemphigus antibody binding to DSG3, primary screen, biochemical, bead-based, flow cytometry, scFv-GFP; hit rate 0.48% among 310,000; Desmoglein-3 (Homo sapiens), P32926; binding (percent of control), % at 10 µM; DSG3-coupled beads, scFv-anti-DSG3-GFP binding; active compounds read low;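 active = binding more than 3 SD below its plate's average and above zero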;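 also: hits lower antibody fragment binding to DSG3; some compounds called inactive have numbers as strong as hits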
# PfHsp90 set2: growth inhibition of PfHsp90-expressing yeast, primary screen, antimalarial PfHsp90 inhibitor project, S. cerevisiae, BacTiter-Glo luminescence, single point, set 2. BacTiter-Glo ATP, 48 h; yeast lacking PDR1 and PDR3 efflux regulators. inhibition, % at 9.4 µM. hit rate 0.32% among 310,000. AID 504621, 2011;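 active = every replicate shows inhibition above about 80%, whatever the replicate mean, limit read from the data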;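 also: 0% = DMSO neutral controls and 100% = 20 µM radicicol positive controls; yeast relying on Plasmodium falciparum Hsp90 in place of its own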
# AddAB inh: growth inhibition of E. coli expressing H. pylori AddAB, primary screen, AddAB inhibitor project, absorbance; hit rate 0.29% among 330,000; inhibition, % at 11.9 µM; in the data active = inhibition above about 12%;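 also: 0% = vehicle wells of infected cells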
# PKA-R1A activ: activators of PKA-R1A holoenzyme, primary screen, biochemical, fluorescence polarization, Cy5-IP20, bovine R1A, mouse PKAc; cAMP-dependent protein kinase type I-alpha regulatory subunit (Bos taurus) + …; PKA-R1A dissociation; scaled: DMSO 0%, 113 µM cGMP 100%; activation, % at 11.4 µM; hit rate 0.083% among 340,000;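 active = percent activation above the mean of all tested compounds plus 3 SD, cut at about 19% in these data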;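 also: higher means more PKAc released from R1A so a rise in polarization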
# MOR-DOR ag: agonists of OPRM1-OPRD1 heterodimerization, primary screen, cell-based, luminescence; Mu-type opioid receptor (Homo sapiens) + Delta-type opioid receptor (Homo sapiens), …; cells; activation, % at 9.3 µM; hit rate 0.3% among 340,000; AID 504326, 2011; in the data active = activation above about 18%;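 also: 0% = vehicle-treated cells and 100% = reference agonist; values of inactives mirror those of a sister screen read the other way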
# SUMO Mot1 rescue: yeast Mot1-301 growth rescue at high temperature, primary screen, SUMOylation pathway inhibitor project, S. cerevisiae, ATP luminescence, 38.5C | S. cerevisiae Mot1-301 growth rescue; percent above DMSO median, 100 means doubled | growth rescue, % at 18.8 µM | hit rate 1% among 320,000 | AID 2716, 2010;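 active = every valid replicate shows activation above 250% relative to neutral control wells; inactive = the rest, any valid replicate at or below 250%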;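 also: OY570 slx delta 5 strain wells were the positive control but not used for scaling; some compounds called inactive have numbers as strong as hits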
# The depositor's hits bear a star; nt = not tested or not shown.
SMILES,Tat transport,Ecoli viability,Arrestin-AP2 inh,OPRM1-OPRD1 inv,phage Ecoli inh,DSG3 Ab inh,PfHsp90 set2,AddAB inh,PKA-R1A activ,MOR-DOR ag,SUMO Mot1 rescue
NC(=O)NCC(c1ccccc1)C1CCCCC1 (stereo unspecified),3,-0.5,61*,13,0.9,115,-2,1.5,-1,-2.8,-5
COc1cc(C(C(=O)NC2CCCC2)N(Cc2ccco2)C(=O)c2snc(C(N)=O)c2N)cc(OC)c1OC (stereo unspecified),-1,1.9,10,5,0.2,nt,11,3.5,5,-0.8,10
COc1ccc(-c2sc3ccc(N4CCOCC4)cc3c2-c2ccc(O)cc2)cc1,-8,-0.7,6,-21,1.1,104,1,4.0,-3,3.9,6
O=C(Nc1ccc(NC(=O)c2ccco2)cc1)c1ccc2c(c1)OCCO2,2,1.3,1,nt,3.6,120,15,3.3,nt,nt,16
CN(C)c1nc(=NCc2cccs2)ss1,-8,nt,-1,59*,2.5,nt,-21,nt,3,-12,nt
O=[N+]([O-])c1ccc(Cl)c(/C=N/N2CCN(Cc3ccccc3Cl)CC2)c1,2,-0.9,32,12,1.1,102,9,0.9,3,-2.9,156
O=C1c2ccccc2C(=O)N1CCC(=O)N1CCCc2ccccc21,-1,0.3,-1,15,1.7,101,-3,-1.4,-3,-2.7,7
COc1ccc(NC(=O)c2ccco2)cc1NC(=O)c1ccc(C#N)cc1F,-3,1.9,-1,3,1.4,111,13,3.2,-10,-0.7,-2
Cc1cccc(NC(=S)N/N=C/c2cccc([N+](=O)[O-])c2)c1,3,1.1,6,-2,nt,117,-35,3.3,11,0.3,26
O=C(CN1C(=O)NC2(CCCC2)C1=O)Nc1nc(-c2ccccc2)cs1,-23,3.4,42,-21,0.9,105,nt,3.6,-10,3.2,-32
Cc1noc(C)c1COC(=O)COc1cccc2c1OC(C)(C)C2,3,-0.7,-2,12,-0.2,102,-10,2.8,1,-2.8,3
COc1cc(Cl)c(C)cc1NC(=O)c1ccc(NS(=O)(=O)c2ccc(F)c(F)c2)cc1,11,-0.1,7,-18,1.4,85,-2,0.3,-2,2.6,-8
O=C(Nc1nnc(SCc2ccc(Cl)cc2Cl)s1)C1COc2ccccc2O1 (stereo unspecified),-3,0.2,32,-34,3.1,nt,nt,0.9,-2,5.8,5
O=C(c1ccc(Cl)s1)N1CCCC(N2CCN(c3ccc(F)cc3)CC2)C1 (stereo unspecified),-2,-2.9,27,5,0.9,100,-7,0.5,-7,-1.0,140
C=CC[C@H](CC(=O)OC(C)(C)C)C(=O)OC[C@H]1CCCN1C(=O)[C@@H](CC=C)CC(=O)N(CCO)Cc1ccccc1,8,-4.0,-3,3,0.9,105,nt,-2.6,0,-0.6,7
COc1cccc(C(=O)NC(=O)Nc2cc(C)on2)c1,-4,1.1,11,4,3.5,95,8,1.5,-13,-0.9,23
CC1CCCCC1NC(=O)COC(=O)c1ccc(S(=O)(=O)NCc2ccco2)cc1 (stereo unspecified),1,-1.0,-2,14,1.9,86,-8,0.8,1,-2.7,14
O=C(C(=O)N1CCN(c2ccccc2F)CC1)c1c[nH]c2ccccc12,3,3.3,7,7,2.8,nt,-6,2.7,-5,-1.5,-7
CCCCC[n+]1ccn(-c2nc3ccccc3nc2[N-]S(=O)(=O)c2ccccc2)c1,3,-0.2,14,5,-2.3,106,4,2.8,-6,-0.9,-3
CCOc1ccccc1/C=C(/NC(=O)c1ccccc1)C(=O)N(CC)CC,0,-0.6,20,2,4.7,100,15,-0.4,1,-0.2,4
Cc1oc2ccc(OC(=O)c3cccs3)cc2c1C(=O)OC(C)C,8,0.8,-3,-21,5.6,131,3,0.3,5,2.9,902
COc1ccc([N+](=O)[O-])cc1NC(=O)C(C)OC(=O)C1CCC1 (stereo unspecified),-11,95*,10,20,-0.4,98,14,98*,-16,-4.1,1
Cc1ccc(C)c(S(=O)(=O)N2CCN(C(=O)Cc3ccsc3)CC2)c1,-2,1.3,4,2,3.4,106,18,0.1,6,-0.5,-13
C/C(=N\NC(=S)NCc1ccccc1)c1cccc(Br)c1,12,0.3,-1,-27,0.5,107,-12,1.1,-4,5.6,16
CCOc1cccc(C(=O)Nc2ccc3oc(-c4cccnc4)nc3c2)c1,-2,1.9,16,8,0.7,112,-12,2.4,-2,-1.7,472
O=C(COc1ccc(Br)cc1)Nc1ccc(NC(=O)c2ccccc2)cc1,4,-1.7,13,13,1.0,104,18,-1.3,17,-2.3,455
COc1ccc(C2CC(c3cccs3)=NN2C(=O)c2ccco2)cc1OC (stereo unspecified),nt,-0.7,-11,nt,-3.4,102,nt,3.8,nt,nt,0
COc1ccc(C(C[N+](=O)[O-])c2c(C)cc3ccccn23)cc1 (stereo unspecified),-4,-1.6,40,8,2.1,96,-9,1.9,-3,-1.5,101
CC(=O)OCC(=O)C1(O)CCC2C3CCC4=CC(=O)CCC4(C)C3(Cl)C(O)CC21C (stereo unspecified),0,nt,-5,15,3.2,92,-22,nt,-8,-2.9,nt
CCOC(=O)c1ccc(Nc2nnc(C(C)(C)C)c(=O)[nH]2)cc1,9,3.0,3,-21,7.5,nt,8,4.8,-4,3.3,-2

# For reference, 2 of the compounds above.
SMILES,Tat transport,Ecoli viability,Arrestin-AP2 inh,OPRM1-OPRD1 inv,phage Ecoli inh,DSG3 Ab inh,PfHsp90 set2,AddAB inh,PKA-R1A activ,MOR-DOR ag,SUMO Mot1 rescue
CC(=O)OCC(=O)C1(O)CCC2C3CCC4=CC(=O)CCC4(C)C3(Cl)C(O)CC21C (stereo unspecified),0,nt,-5,15,3.2,92,-22,nt,-8,-2.9,nt
CCOC(=O)c1ccc(Nc2nnc(C(C)(C)C)c(=O)[nH]2)cc1,9,3.0,3,-21,7.5,nt,8,4.8,-4,3.3,-2

# (next part)
SMILES,Tat transport,Ecoli viability,Arrestin-AP2 inh,OPRM1-OPRD1 inv,phage Ecoli inh,DSG3 Ab inh,PfHsp90 set2,AddAB inh,PKA-R1A activ,MOR-DOR ag,SUMO Mot1 rescue
CC1CCc2sc(C(=O)N3CCC(C(N)=O)CC3)cc2C1 (stereo unspecified),-3,-1.2,0,-8,0.5,110,-2,-0.8,-7,2.0,-19
Cc1cc(NC(=O)COC(=O)C2CSC3(C)CCC(=O)N23)ccc1Br (stereo unspecified),-1,3.5,-8,-15,2.1,98,-19,1.3,1,3.5,-6
O=C(Cn1[nH]c(=O)c2ccccc2c1=O)OCC(=O)N(Cc1ccccc1)Cc1ccccc1,17,-2.0,-4,3,0.6,nt,-12,0.9,-13,-0.8,1
O=c1[nH]c(CS(=O)(=O)c2ccccc2)nc2ccccc12,-3,0.2,-8,2,3.1,107,-11,4.6,1,-0.3,222
CNc1ccc2nnc(C(F)(F)C(F)(F)C(F)(F)F)n2n1,5,-2.0,3,20,3.8,95,47,1.9,-12,-3.6,4
COc1cc2c(cc1[N+](=O)[O-])-c1ccccc1C2,-1,nt,4,-11,1.1,91,nt,nt,5,2.1,nt
CCOC(=O)/C(C#N)=C1\CC2CCC1(C)C2(C)C (stereo unspecified),-1,1.6,11,-3,4.9,100,-8,2.9,0,0.7,-4
FC(F)(F)c1cccc(CN2CCC(c3cc(-c4cccs4)n[nH]3)CC2)c1,2,-1.6,3,-42,3.5,84,-11,0.6,0,6.4,-19
COc1cc(C(=O)Nc2nc(C)c(Cc3ccc4c(c3)OCO4)s2)cc(OC)c1OC,4,-0.5,-7,-4,4.0,105,-7,-1.2,-4,0.7,13
CC1CN(C(=O)COC(=O)c2ccc(O)cc2)CC(C)O1 (stereo unspecified),12,-0.8,11,16,4.7,nt,-21,2.2,2,-3.1,4
Cc1onc(-c2ccccc2)c1C(=O)Nc1sc2c(c1C#N)CCC2,0,-0.1,-4,1,4.6,104,-13,-0.2,7,-0.2,nt
CN=C(Nc1ccccc1OC)SC1CC(=O)N(c2ccc(C(=O)OC)cc2)C1=O (stereo unspecified),-8,0.6,30,9,1.6,103,nt,3.8,-7,-1.8,-11
CN(C)S(=O)(=O)c1ccc(NC(=O)Cc2ccc(S(=O)(=O)N3CCOCC3)s2)cc1,-1,1.1,-5,-5,5.2,96,-2,3.6,3,1.0,2
COCCNC(=S)Nc1ccc(Cl)c(Cl)c1,-4,-1.8,-11,-12,3.6,97,5,2.8,-4,1.6,1
CC(C)=CCCC(C)NC(=O)NC1CCCCC1 (stereo unspecified),-2,0.2,26,13,0.8,103,-7,0.8,2,-2.2,nt
O=C(C1CC(=O)N(c2ccc(Cl)cc2)C1)N1CCC(c2nc3ccccc3[nH]2)CC1 (stereo unspecified),-8,-0.1,-10,6,1.5,103,-17,0.4,-1,-1.0,377
Cn1cnc([N+](=O)[O-])c1S(=O)(=O)c1ccc(Cl)cc1,-13,nt,26,22,1.4,86,-28,nt,-17,-3.4,nt
Cc1csc(N)n1,14,-3.5,7,-1,-1.6,102,-19,-3.6,-9,0.2,129
Cc1cnc(NC(=O)CSc2nnc(C)s2)s1,1,1.1,6,14,2.8,101,25,2.3,-3,-3.3,-2
COC(=O)Cc1ccc(N(Cc2ccccc2F)S(=O)(=O)c2ccc(Br)cc2)cc1,1,0.6,-3,13,6.8,107,-7,1.1,-3,-1.8,-5
CCOC(=O)COn1c(=O)c(-c2ccc(OC)cc2)[n+]([O-])c2ccccc21,-7,0.0,-3,15,0.6,115,22,0.6,-10,-3.3,-17
O=C(NCCc1ccccc1)c1ccc2c(c1)S(=O)(=O)c1cc(Cl)ccc1C2=O,-9,0.5,2,-30,-0.2,98,1,1.1,-11,5.5,9
Cc1cc(Cl)ccc1NC(=O)/C=N/O,-10,-0.7,-1,12,3.7,nt,-36,-0.2,-4,-2.5,13
CCCN(CCC)C(=O)Nc1cc(Cl)ccc1OC,6,0.3,3,-9,-0.6,104,-3,-0.6,17,1.7,-2
O=C1CN(C(=O)COc2ccc(Br)cc2F)c2ccccc2N1,-4,-1.2,26,11,4.0,106,23,3.6,3,-2.4,2
Cc1cc(S(=O)(=O)N2CCN(c3ccc(F)cc3)CC2)c(C)s1,7,0.4,2,9,4.5,88,-7,0.3,-3,-1.7,0
COc1c(C)cc(C(=O)C2CCCN(C(=O)c3cc(C)nc(C)n3)C2)cc1C (stereo unspecified),-6,0.6,-12,12,3.4,105,-4,3.4,-6,-2.3,-8
